Arrestin-AP2 inh – inhibitors of human beta-arrestin and AP2 interaction. FITC-arrestin peptide / GST-AP2 beads, flow cytometry; AP2 beta2 appendage carries R879A mutation. inhibition, % at 10 µM. 340,000 compounds, 0.31% hits. AID 504490;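 active means inhibition above a set limit, near 3 SD of compounds lacking own fluorescence, cut at about 54% in these data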;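 further: plate controls were DMSO wells for no effect and 5 µM unlabelled arrestin peptide for full effect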
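System: GST-tagged AP2 beta2-adaptin appendage (R879A) on 4 µm glutathione beads / Reagent: FITC-arrestin peptide, 50 nM / Detection: HyperCyt-sampled flow cytometry, FL1 channel, ex 488/em 535 nm / Timing: 12 min plus 1 h, RT / Buffer or medium: PBS plus Tween 20 (0.05%) and BSA (0.1%)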
Pemphigus Ab inh – human desmoglein-3 autoantibody binding inhibition; DSG3-coupled beads, scFv-anti-DSG3-GFP binding, flow cytometry; active compounds read low; binding (percent of control), % at 10 µM; 310,000 compounds, 0.48% hits;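 active means binding more than 3 SD below its plate's average and above zero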;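 further: hits lower antibody fragment binding to DSG3; some compounds called inactive have numbers as strong as hits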
Target sequence (P32926 whole entry, looked up, the tested form may be a part): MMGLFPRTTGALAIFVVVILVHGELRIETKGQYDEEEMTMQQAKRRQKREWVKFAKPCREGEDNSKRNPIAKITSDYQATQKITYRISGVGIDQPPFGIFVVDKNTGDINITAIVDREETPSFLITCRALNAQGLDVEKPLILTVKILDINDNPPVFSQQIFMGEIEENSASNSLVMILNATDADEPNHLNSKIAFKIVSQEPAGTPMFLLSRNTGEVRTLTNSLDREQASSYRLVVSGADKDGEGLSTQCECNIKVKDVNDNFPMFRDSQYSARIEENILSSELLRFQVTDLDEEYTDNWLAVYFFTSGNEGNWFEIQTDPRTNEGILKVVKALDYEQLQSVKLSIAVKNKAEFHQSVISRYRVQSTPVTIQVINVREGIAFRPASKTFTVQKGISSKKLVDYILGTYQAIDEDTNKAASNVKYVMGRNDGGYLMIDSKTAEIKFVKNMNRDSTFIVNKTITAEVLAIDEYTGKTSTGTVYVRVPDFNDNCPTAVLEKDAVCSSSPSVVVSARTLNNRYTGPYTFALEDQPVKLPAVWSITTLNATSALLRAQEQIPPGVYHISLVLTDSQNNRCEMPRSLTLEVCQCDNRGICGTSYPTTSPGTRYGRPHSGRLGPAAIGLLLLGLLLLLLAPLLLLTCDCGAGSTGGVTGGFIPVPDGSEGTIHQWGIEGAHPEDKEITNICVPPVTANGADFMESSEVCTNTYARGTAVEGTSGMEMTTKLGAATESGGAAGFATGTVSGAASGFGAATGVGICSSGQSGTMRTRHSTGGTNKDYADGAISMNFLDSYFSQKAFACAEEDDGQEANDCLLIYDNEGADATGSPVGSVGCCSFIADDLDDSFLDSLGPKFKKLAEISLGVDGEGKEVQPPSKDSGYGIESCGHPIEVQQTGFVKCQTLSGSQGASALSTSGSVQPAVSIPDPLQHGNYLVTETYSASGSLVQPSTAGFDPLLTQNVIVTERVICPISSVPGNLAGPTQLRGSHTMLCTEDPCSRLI
MOR-DOR inv ag – mu-delta opioid heterodimer inverse agonism. P35372+P41143. cell-based MOR-DOR heterodimer luminescence. inhibition, % at 9.3 µM. 340,000 compounds, 0.21% hits. AID 504357; in the data active means inhibition above about 22%, passing the limit was not always enough;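 further: 0% = cells with DMSO and 100% = wells without cells with DMSO; values of inactives mirror those of a sister screen read the other way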
phage Ecoli inh – E. coli growth loss with phage present. growth absorbance. inhibition, % at 11.9 µM. 360,000 compounds, 0.26% hits; in the data active means inhibition above about 11%
SUMO Mot1 rescue – SUMOylation pathway inhibition by Mot1-301 growth rescue. 320,000 compounds, 1% hits. growth rescue, % at 18.8 µM. S. cerevisiae Mot1-301 growth rescue, ATP luminescence, 38.5C; percent above DMSO median, 100 means doubled;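 active means every valid replicate shows activation above 250% relative to neutral control wells; inactive means the rest, any valid replicate at or below 250%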;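 further: OY570 slx delta 5 strain wells were the positive control but not used for scaling; some compounds called inactive have numbers as strong as hits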
MOR-DOR ag – agonists of human mu-delta opioid receptor heterodimerization; P35372+P41143; cells, OPRM1-OPRD1 heterodimerization, luminescence; activation, % at 9.3 µM; 340,000 compounds, 0.3% hits; AID 504326; in the data active means activation above about 18%;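 further: 0% = vehicle-treated cells and 100% = reference agonist; values of inactives mirror those of a sister screen read the other way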
Tat transport – blocks Tat-dependent protein export in E. coli | E. coli MC4100 TorA-mCherry Tat export, fluorescence | AID 488895 | inhibition, % at 10 µM | 340,000 compounds, 0.036% hits;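 active means mean replicate inhibition at least 50% and at least half of replicates individually reaching 50%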;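 further: exported cargo escapes ClpAP degradation while cytoplasmic cargo is degraded and loses fluorescence; 0% = median of neutral control wells and 100% = median of NaSCN control wells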
PfHsp90 set2 – reduces growth (ATP signal) of yeast expressing P. falciparum Hsp90 | S. cerevisiae expressing PfHsp90, BacTiter-Glo ATP, 48 h; yeast lacking PDR1 and PDR3 efflux regulators | inhibition, % at 9.4 µM | 310,000 compounds, 0.32% hits;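 active means every replicate shows inhibition above about 80%, whatever the replicate mean, limit read from the data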;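 further: 0% = DMSO neutral controls and 100% = 20 µM radicicol positive controls; yeast relying on Plasmodium falciparum Hsp90 in place of its own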
Ecoli viability – reduces bacterial viability in AddAB counter-screen | 330,000 compounds, 0.27% hits | inhibition, % at 11.9 µM | E. coli V3065 growth, OD600 absorbance, 18 h | AID 449728;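 active means inhibition above the campaign's mean inhibition across all tested compounds plus 3 SD, cut at about 9.9% in these data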;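 further: uninfected addAB+ strain grown without phage in ampicillin broth; 0% = DMSO wells and 100% = ciprofloxacin 0.95 µg/ml wells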
AddAB inh – less growth of phage-infected E. coli with AddAB; E. coli expressing H. pylori AddAB, absorbance growth; 330,000 compounds, 0.29% hits; AID 435030; inhibition, % at 11.9 µM; in the data active means inhibition above about 12%;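 further: 0% = vehicle wells of infected cells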
PKA-R1A activ – PKA-R1A complex activation. 340,000 compounds, 0.083% hits. PKA-R1A dissociation, Cy5-IP20 fluorescence polarization; scaled: DMSO 0%, 113 µM cGMP 100%. P00514+P68181. activation, % at 11.4 µM;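 active means percent activation above the mean of all tested compounds plus 3 SD, cut at about 19% in these data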;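 further: higher means more PKAc released from R1A so a rise in polarization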
Starred values were filed as active, the others as inactive; · = not tested or not shown; & = joins results of further samples.

SMILES	Arrestin-AP2 inh	Pemphigus Ab inh	MOR-DOR inv ag	phage Ecoli inh	SUMO Mot1 rescue	MOR-DOR ag	Tat transport	PfHsp90 set2	Ecoli viability	AddAB inh	PKA-R1A activ
CC(C)=CCN1CCN(Cc2cnc(N3CCOCC3)s2)CC1CCO (stereo unspecified)	6	103	4	5.0	-10	-0.7	-3	1	-1.4	7.1	1
Cc1ccccc1NS(=O)(=O)c1ccc2c(c1)NC(=O)CO2	9	105	6	3.5	-14	-1.2	-5	-7	0.3	2.0	11
COc1ccc(CCN2CC(C(=O)NCCc3cccnc3)CCC2=O)cc1 (stereo unspecified)	4	107	13	3.6	0	-2.3	3	3	·	·	2
CCc1nnc2n1N=C(c1ccc(Cl)cc1)CS2	3	104	6	1.5	394*	-1.4	-3	-30	0.1	0.2	-1
CCSc1nc2c(c(-c3ccc(C)o3)c1C#N)CCCC2	3	103	9	2.9	29	-1.6	1	-6	0.6	0.8	-6
CC(Oc1ccccc1)C(=O)Nc1ccc(F)c(S(=O)(=O)N2CCOCC2)c1 (stereo unspecified)	-6	96	2	3.2	·	-0.3	-1	-9	·	·	7
CCn1c(=O)c(C(=O)NCCNCCO)c(O)c2ccccc21	0	106	8	3.3	11	-1.4	10	-20	-0.3	-2.0	-2
Cc1ccc(N2C(=O)CN=C2Nc2nc(C)cc(C)n2)cc1	-2	·	6	4.6	-11	-1.2	6	-15	-0.2	0.1	0
CN1CCC(N(C)C(=O)CCc2nc3ccccc3n2-c2ccccc2)CC1	-8	110	11	3.1	5	-2.1	-3	-15	-0.2	2.6	6
Cn1c(N2CCN(C(c3ccccc3)c3ccccc3)CC2)nc2c1c(=O)[nH]c(=O)n2C	9	124	20	2.1	-15	-4.4	-13	-12	0.0	-1.6	-12
Clc1ccc(OCc2cc(-c3ccccc3)no2)cc1Cl	-16	123	2	3.1	-18	-0.3	15	-23	1.9	2.0	4
Cn1c(=O)oc2cc(S(=O)(=O)Nc3ccccc3O)ccc21	11	111	-4	-0.2	4	0.8	-6	-15	·	·	5
O=C1SC(SC(=Nc2ccccc2)Nc2ccccc2)C(=O)N1c1ccccc1 (stereo unspecified)	-12&4	87&102	11&-1	-1.1	17	-2.2&0.2	-3&-16	-10&3	0.2	3.2	-11&3
Cc1ccc(C(=O)/C=C/Nc2ccc3c(c2)OCO3)cc1	-3	102	3	2.1	369	-0.7	-9	-7	2.5	3.9	-5
CCCc1nnc(SCC(=O)Nc2nc(C)cs2)n1CCOC	9	96	10	3.8	-2	-1.5	3	0	-1.3	2.8	1
COc1ccc2sc(SCCCS(=O)(=O)O)[n+](CCCS(=O)(=O)[O-])c2c1	3	81	14	0.9	-18	-2.7	-7	23	-1.5	4.1	4
O=C(CCl)NC(Cc1ccccc1)C(=O)OCC(=O)c1ccc(-c2ccccc2)cc1 (stereo unspecified)	1	88	-2	1.9	·	0.5	-1	0	·	·	-7
Cc1cc(C(=O)OCC(=O)Nc2cc(S(=O)(=O)N3CCOCC3)ccc2Cl)c(C)o1	19	113	-3	3.2	2	0.5	2	-26	-0.3	1.0	-12
Nc1cc(=O)[nH]c(=O)n1CCc1ccccc1	-9	92	5	3.1	542*	-1.0	1	-7	-0.2	5.1	-2
Cc1nc2ccccc2n1CC(O)COc1ccc(Br)cc1 (stereo unspecified)	3	100	6	3.9	-5	-1.3	5	0	2.0	4.4	-2
CCOc1ncccc1C(=O)Nc1cccc(-c2nnc3n2CCCCC3)c1	12	120	5	3.4	·	-1.1	-3	·	-0.4	-0.4	-15
CCCCC(=O)Nc1ccc(C(=O)Nc2cc(C(F)(F)F)ccc2Cl)cc1	-17	103	-31	6.6	10	6.1	11	-1	-0.3	5.5	-15
Cc1c(C(=O)N(Cc2ccccc2)Cc2cccnc2)cnn1-c1ccc(F)cc1	31	112	16	-4.0	8	-3.0	-2	0	-0.3	1.0	-5
C/C(=N\NC(=O)Cc1cccc2ccccc12)c1ccncc1	27	·	5	2.8	-18	-0.9	-2	17	-2.3	-0.5	-5
CCc1nn(C(C)C(=O)NCc2cccc(Cl)c2)c(=O)c2cc3occc3n12 (stereo unspecified)	9	107	18	-0.2	5	-3.6	1	-17	-0.6	3.8	0
Following part.
SMILES	Arrestin-AP2 inh	Pemphigus Ab inh	MOR-DOR inv ag	phage Ecoli inh	SUMO Mot1 rescue	MOR-DOR ag	Tat transport	PfHsp90 set2	Ecoli viability	AddAB inh	PKA-R1A activ
CCc1ccc(OCc2nnc(NC(=O)c3cccs3)s2)cc1	6	101	-1	3.6	115	0.2	-2	-3	1.4	3.9	-11
COc1cc(Cl)ccc1NC(=S)N(CCN1CCOCC1)C1CCN(C(C)=O)CC1	13	93	9	0.6	2	-1.7	3	0	2.3	2.5	5
COc1ccc(C(=O)N(CC2CCCO2)C(C(=O)NC2CCCC2)c2ccc(Cl)cc2)cc1OC (stereo unspecified)	-8	96	-1	0.5	-10	0.3	1	-19	0.8	1.5	4
COc1cccc(-c2sc3ccc(OC)cc3c2-c2ccc(OCCN(C)C)cc2)c1	22	112	-39	1.0	-25	7.3	12	40	-1.4	0.9	-11
O=C(O)c1ccc(F)c(S(=O)(=O)Nc2ccccc2Cl)c1	-4	99	15	1.8	15	-2.8	-7	3	1.7	2.5	0
O=C(Nc1nnc(C2CC2)s1)c1cc(S(=O)(=O)N2CCN(c3ccccc3)CC2)ccc1Cl	19	98	-5	2.0	3	1.0	0	·	1.3	0.7	-3
Cc1ccc(C)c(Cn2nc(-c3ccccc3)ccc2=O)c1	7	97	-35	2.8	-9	6.2	11	-5	-0.7	1.7	5
CCCCCC(=O)Nc1ccc2ccccc2c1	8	88	-26	4.3	210	4.1	-4	-7	0.3	3.2	-14
Cc1cc(OCC(=O)NCc2ccncc2)c2c(C)cc(=O)oc2c1	-4	103	7	2.4	-10	-1.4	-1	-15	-0.8	3.5	-5
c1ccc2nc(N3CCCC3)c(N3CCCCC3)nc2c1	-8	89	-15	2.2	·	2.9	3	-7	·	·	-12
O=C(OCc1nnc(-c2ccccc2)o1)c1cc(=O)c2ccccc2o1	-3	105	18	1.9	·	-3.4	-1	4	1.1	-0.5	-12
Cc1ccc(S(=O)(=O)N2CC[C@@H]2C(=O)O)cc1	29	108	·	1.3	4	·	·	·	1.2	0.5	·
COc1ccccc1N1C(=O)CSC1=NC(=O)c1ccccc1	-22	112	17	1.1	1	-3.1	1	23	0.0	0.4	15
Cc1csc(C(C#N)C(=O)c2cc3ccccc3o2)n1 (stereo unspecified)	-5	104	7	-2.8	25	-1.2	-7	-2	1.9	4.0	0
COc1ccc(NC(=O)c2cc(N3C(=O)C4C5CCC(C5)C4C3=O)ccc2Cl)c(OC)c1 (stereo unspecified)	-7	101	6	3.2	-1	-1.2	2	20	-1.4	2.3	-14
CCCCN1C(=O)CCC(C(=O)O)C1c1ccc([N+](=O)[O-])cc1 (stereo unspecified)	32	92	14	0.8	-9	-2.4	-2	-5	1.9	0.2	3
O=C(NCCCN1CCOCC1)c1ccccc1-c1ccccc1	-2	·	11	3.6	201	-2.0	-5	12	-1.1	-1.5	-2
CC(=O)c1c(C)[nH]c(C(=O)N2CCCC(C)C2)c1C (stereo unspecified)	-13	99	8	0.6	-6	-1.4	-8	-7	-3.8	-0.6	-2
CC(=O)Nc1ccc(S(=O)(=O)c2cc(O)ccc2O)cc1	1	108	-8	-1.3	105	1.5	3	-11	·	·	-5
COc1ccc2c(COC(=O)CCS(=O)(=O)c3ccccc3)cc(=O)oc2c1	-4	108	16	·	5	-3.4	7	·	-0.5	0.6	-4
CCOc1ccccc1NC(=O)COC(=O)c1nc2nccc(C)n2n1	-4	94	7	3.8	8	-1.4	3	·	1.3	-1.4	1
COc1ccc(/C=C/C(=O)OCC(=O)c2ccc[nH]2)cc1	-8	88	-7	2.7	20	1.7	15	-14	-1.4	0.3	-10
COc1ccc(C(=O)OCCCN(C)C)cc1OC	36	105	7	3.0	-13	-1.5	-18	8	-1.7	2.7	-13
Cc1ccc(S(=O)(=O)N2CCN(C(=O)c3ccc(COc4ccccc4)o3)CC2)cc1	22	110	6	-1.7	55	-1.4	-2	-5	-0.7	-0.9	4
CC(C)CNC(=O)CN(C)S(=O)(=O)c1ccc(F)cc1	12	87	-1	1.0	-2	0.2	-5	18	0.0	1.1	-5
Later entries
SMILES	Arrestin-AP2 inh	Pemphigus Ab inh	MOR-DOR inv ag	phage Ecoli inh	SUMO Mot1 rescue	MOR-DOR ag	Tat transport	PfHsp90 set2	Ecoli viability	AddAB inh	PKA-R1A activ
Cc1ccc(C(=O)Nc2ccc3ncccc3c2)cc1	20	102	8	1.2	12	-1.5	-10	31	0.5	1.2	6
COc1cccc2c3c(c(=O)[nH]c12)CC(C)(C)O3	27	95	·	3.0	566	·	·	·	1.3	1.4	·
Cc1ccc(S(=O)(=O)CCC(=O)OCC(=O)c2cc(C)n(C)c2C)cc1	1	·	7	1.1	15	-1.9	3	-12	-0.9	1.5	5
Cc1ccc(OCC(=O)Nc2ccccc2C(=O)NC2CC2)cc1	12	110	6	2.9	-6	-1.4	7	5	-1.8	0.3	5
CC(C)NC(=O)c1c2c(nc3ccccc13)CCCC2	8	98	13	1.5	2	-2.6	-2	2	4.4	-1.8	-2
COc1ccc(C(O)(c2ccccc2)C(C(=O)O)c2ccccc2)cc1 (stereo unspecified)	-27	·	9	1.0	·	-1.8	-7	-12	·	·	-11
O=C(CN1C(=O)S/C(=C\c2ccccc2F)C1=O)NC1C=CS(=O)(=O)C1 (stereo unspecified)	-3	101	-5	1.0	-5	0.9	-2	-3	2.8	2.0	6
Cc1ccccc1OCC(=O)NC(=S)Nc1ccc(N2CCCC2)cc1	1	103	3	4.7	16	-0.7	-1	-25	1.8	6.3	-8
Cn1c(Nc2ccc(F)cc2)nc2ccccc21	-4	105	0	1.8	-1	-0.1	-1	-33	0.3	-1.6	-5
CC(CN1CCOCC1)OC(=O)c1ccc2c(c1)OCCO2 (stereo unspecified)	7	101	6	0.2	-6	-1.1	3	-5	1.5	-0.5	3
COc1ccc(/C=N/NC(=O)c2ccc(NS(=O)(=O)c3cccs3)cc2)cc1	2	104	8	0.2	90	-1.6	-5	-8	0.2	0.3	0
Cc1csc(NC(=O)c2ccc(Br)s2)n1	3	106	-2	2.6	0	0.4	9	-7	0.4	1.8	2
COc1ccc(C(=O)C2CCCN(C(=O)c3ccc4cc[nH]c4c3)C2)c(C)c1 (stereo unspecified)	3	97	18	0.9	6	-3.5	1	6	0.2	-0.6	-18
COc1ccc(N2CCN(S(=O)(=O)c3cc(-c4cc(C)no4)ccc3C(C)C)CC2)cc1	16	98	3	3.2	6	-0.5	3	-2	0.2	1.5	3

Compound activity (PubChem BioAssay)
